# Bioassay records: PubChem, National Center for Advancing Translational Sciences (NCATS)
# KB-V1 cytotox – kills drug-selected multidrug resistant KB-V1 cells; KB-V1 MDR cells viability, CellTiter-Glo, 72 h; Potency, µM (titrated, usually from 46.1 µM), inactives show top-dose activity change, negative = cytotoxicity, hits mostly cytotoxic; 400,000 compounds, 3.4% hits; note: potency is the fitted concentration of half-maximal effect; % is set by controls: 0 for no effect and ±100 for the full control effect; nearly all actives have a fitted effect of over 60% in size
#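 Following 72 h at 37 degrees C with compound, KB-V1 cell viability was read by CellTiter-Glo luminescence, medium being phenol-red-free DMEM plus 10% FBS; concentration-response parameters came from normalized, curve-fitted qHTS data.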
# ATXN2 expr inh – reduces ATXN2 reporter expression in HEK-293 cells. HEK-293 ATXN2-luciferase reporter, luminescence, 24 h. Potency, µM (doses to about 57 µM), without a hit: at the top dose activity change, negative = inhibition, actives largely listed as inhibitors. 360,000 compounds, 0.72% hits; note: potency is the fitted concentration of half-maximal effect; % is set by controls: 0 for no effect and ±100 for the full control effect; nearly all actives have a fitted effect of over 55% in size
#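 qHTS (up to 57 uM final) was run with 24 h compound exposure of reporter cells at 37 °C. Each well was multiplexed: SteadyGlo luminescence measured ATXN2-luciferase expression after a fluorogenic Gly-Phe-AFC viability readout (25 uM final).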
# HT1080-NT tox – kills 2HG-producing HT-1080-NT fibrosarcoma cells; 360,000 compounds, 1.6% hits; HT-1080-NT fibrosarcoma viability, CellTiter-Glo ATP luminescence, 48 h; Potency, µM (series often up to 46.1 µM), inactives show at the top dose activity, negative = less viability, actives largely listed as cytotoxic; AID 686970;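 note: NT is the 2HG producing partner of a matched IDH1 knockdown line; potency is the fitted concentration of half-maximal effect; 0% = DMSO-treated cells and -100% = media-only wells without cells; nearly all actives have a fitted effect of over 55% in size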
#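 Viability of the 2HG-overproducing fibrosarcoma line after 48 hours of compound exposure at 37 degrees C was determined by luminescence with CellTiter-Glo, and concentration-effect curves were then fitted and categorized.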
# IL-1B inflam inh – inhibitors of inflammasome signaling (IL-1 beta secretion); THP-1 LPS/ATP IL-1B secretion, AlphaLISA, 16 h; stronger effect = lower value; activity change, % at 57.5 µM; 360,000 compounds, 4.7% hits; in the data active = activity change below about -50%; inconclusive = mostly about -30% to -49%; note: % is set by controls: 0 for no effect and ±100 for the full control effect
#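 THP-1 cells pretreated 1 hr with compounds (up to 57.5 uM final), then stimulated with LPS (250 ng/mL final) plus ATP (1.25 mM final); secreted IL-1B measured by AlphaLISA after 16 hr, decreased signal indicating inhibition.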
# SW480 rerep – induces DNA re-replication in SW480 colon adenocarcinoma cells; Potency, µM (doses to about 46.1 µM), inactives show top-dose re-replication activation, usual class: activators; SW480 DNA re-replication, Hoechst DNA content imaging, 48 h; 340,000 compounds, 1.8% hits; AID 624297; note: potency is the fitted concentration of half-maximal effect; % of control where 0% means no effect; nearly all actives have a fitted effect of over 55% in size
#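 Image-based DNA-content assay: after two days of treatment, nuclei were labelled with the DNA dye Hoechst and imaged, and hits were compounds raising the count of nuclei showing high fluorescence intensity.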
# HT1080 IDH1KD tx – HT-1080 IDH1 knockdown cell toxicity (counter line). AID 686971. 360,000 compounds, 2% hits. HT-1080 IDH1 knockdown viability, ATP luminescence, 48 h. Potency, µM (doses to about 46.1 µM), for the others: at the top dose activity, negative = toxicity, hits mostly cytotoxic;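 note: potency is the fitted concentration of half-maximal effect; 0% = DMSO wells and -100% = cell-free medium wells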
#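 Using the IDH1-knockdown HT-1080 line run in the same batch and compound series as the NT line, viability after 48 h at 37 °C was determined by CellTiter-Glo luminescence and expressed as % activity.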
# MCF10A rereplic – inducers of DNA re-replication in MCF 10A breast cells; MCF 10A DNA re-replication, Hoechst nuclear intensity, 48 h; Potency, µM (series often up to 46.1 µM), for the others: at the top dose activity, positive = re-replication, hits mostly activators; 350,000 compounds, 2.9% hits; note: potency is the fitted concentration of half-maximal effect; % of control where 0% means no effect; nearly all actives have a fitted effect of over 50% in size
# WRN inhibitor – WRN helicase (human) inhibition; WRN helicase unwinding, fluorescent forked duplex, kinetic; Q14191; Potency, µM (doses to about 114 µM), inactives show at the highest dose activity change, negative = inhibition, actives largely listed as inhibitors; 360,000 compounds, 0.46% hits; note: potency is the fitted concentration of half-maximal effect; % is set by controls: 0 for no effect and ±100 for the full control effect; nearly all actives have a fitted effect of over 55% in size
#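 Enzyme (20 nM final) and test compound sit together 15 min at room temperature before substrate addition. Substrate is a single-forked duplex oligonucleotide (100 nM) labelled with fluorophore and quencher, with 2 mM ATP; helicase unwinding raises red fluorescence, read kinetically.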
# KB-3-1 tox – kills parental KB-3-1 adenocarcinoma cells. KB-3-1 viability, CellTiter-Glo ATP luminescence, 72 h. Potency, µM (highest dose often 46.1 µM), without a hit: at the highest dose activity change, negative = cytotoxic, most hits filed as cytotoxic. 400,000 compounds, 1.4% hits; note: potency is the fitted concentration of half-maximal effect; % is set by controls: 0 for no effect and ±100 for the full control effect; nearly all actives have a fitted effect of over 60% in size
#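 Screening of KB-3-1 cells (DMEM, 10% FBS, phenol-red free) ran from lowest to highest compound concentration; after 72 h at 37 °C viability was read luminescently and curves fitted.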
# * hit, by the source's call; i = inactive; ? = inconclusive; / = not tested or not shown; [ ] = remark or other dose. Unless noted, calls come from the whole dose curve; as a rule, active = well fitted curve in the direction sought with a large enough effect; inconclusive = small, poorly fitted or top-dose-only effect, or another doubt; inactive = no such curve, though single readings can be large; an effect the other way counts as inactive or inconclusive. Compounds were not picked by outcome; 12% or so of the library scored in one or more.
SMILES,KB-V1 cytotox,ATXN2 expr inh,HT1080-NT tox,IL-1B inflam inh,SW480 rerep,HT1080 IDH1KD tx,MCF10A rereplic,WRN inhibitor,KB-3-1 tox
COCC(=O)Nc1cccc(C(F)(F)F)c1,17%,-1%,-1%,28,-6%,-3%,-1%,9%,3%
O=C(Nc1cccc2ccccc12)N1CCN(Cc2ccccc2)CC1,?,2%,-8%,12,-5%,-6%,0%,-3%,?
Cc1cccn2cc(COc3ccc(-c4ccccc4)cc3)nc12,?,81%[activator],?,-18,-9%,18µM*,16µM*,-6%,-22%
Nc1c(Cl)cc(-c2[nH]c3cc(C(=O)NCCO)ccc3c(=O)c2O)cc1Cl,-14%,4%,19%,8,-6%,11%,-2%,-35%,-8%
CCCCn1nc2cc(C(=O)NCc3ccc(C(F)(F)F)cc3C(F)(F)F)ccc2c1OCC,-10%,2%,0%,-5,3%,0%,-3%,-2%,-3%
CC(=O)N1CCc2cc(S(=O)(=O)CCC(=O)N3CCN(c4ccccc4)CC3)ccc21,-14%,-1%,13%,-1,?,0%,0%,-10%,-4%
COc1ccc(C(=O)Nc2ccccc2C(=O)N/N=C/c2ccco2)cc1,2%,0%,9.2µM*,19,2%,?,7%,-15%[57.1 µM],8%
CN(C(=O)C12CC3CC(CC(C3)C1)C2)C1CCS(=O)(=O)C1 (stereo unspecified),-4%,-1%,12%,12,-2%[9.22 µM],8%,-1%,-12%,7%
Cc1ccc(C(=O)Oc2cccc(NC(=O)c3ccco3)c2)cc1S(=O)(=O)N1CCC(C)CC1,0%,3%,-1%,0,-1%,8%,4%,-14%,2%
COc1ccc(C)cc1N(CC(=O)NCCSCc1cccc(Cl)c1)S(C)(=O)=O,?,3%,-26%,-9,11%,-23%,0%,-13%,-2%
Nc1nc(SCc2nnc(SCC(=O)O)n2-c2ccccc2)nc2sc3c(c12)CCCC3,-2%,-5%,19%,-8,5%,2%,0%,?,16%
Cc1ccc(NC2CCCN(C(=O)c3cnsn3)C2)cc1C (stereo unspecified),-5%,8%,14%,6,9%,2%,8%,5%,-3%
O=C(NC(=S)Nc1ccccc1Br)c1ccc2c(c1)OCO2,/,25%,7%,12,-11%,2%,-3%,-30%,/
c1ccc(Oc2nc(-c3cccnc3)nc3ccccc23)cc1,-28%,/,5%,0,-12%,-8%,0%,-9%,1%
N#Cc1ccc(C23CC4(C2)[C@H](CN(Cc2ccc(C(F)(F)F)cc2)[C@@H]4c2ccccc2)C3c2ccccc2)cc1 (stereo partly specified),-8%,-8%,-1%,20,-3%,-1%,21%,6%,2%
CN(C)C(=O)Nc1ccc(F)cc1F,0%,6%,13%,7,2%,7%[9.24 µM],2%,1%[57.1 µM],11%
COc1ccc(S(=O)(=O)C(C#N)c2nc3ccccc3nc2N2CCCC(C)C2)cc1 (stereo unspecified),-3%,10%,-9%,12,2%,-1%,12µM*,-5%,0%
CCNC(=O)C1CC(=O)N(Cc2ccc3c(c2)OCO3)C(=Nc2ccc(F)cc2)S1 (stereo unspecified),-14%,-1%,-9%,2,?,6%[9.24 µM],25%,-10%[57.1 µM],-1%
CCOC(=O)CC1C(=O)NCCN1C(=S)NC(=O)c1ccccc1OC (stereo unspecified),0%,-12%,-4%,13,5%,5%,2%,6%,25%
COc1ccc(N2CCN(C(=O)c3cc(-c4ccc(F)cc4)[nH]c3C)CC2)cc1,-1%,-29%,-14%,-14,-32%[inhibitor],-12%,26%,-1%,-5%
OCCC1CN(Cc2nc(-c3ccccc3)cs2)CCN1CCc1ccccc1 (stereo unspecified),0%,-15%,-13%,-5,-6%,-1%,2.9µM*,-8%,?
O=C1C2CCCN2C(c2ccccc2)N1c1ccc(Cl)cc1 (stereo unspecified),?,107%[activator],-17%,-7,-17%,-27%,?,-7%,?
CCc1ccccc1N(C(=O)c1snc(C(N)=O)c1N)C(C(=O)NCC1CCCO1)c1c[nH]c2ccccc12 (stereo unspecified),?,-30%,?,-24,?,?,?,2%,?
O=C(NC1CCCC1)C(c1ccco1)N(C(=O)c1csnn1)c1ccccc1 (stereo unspecified),0%,3%,17%,14,-19%,20%,-15%,0%,?
Cc1nn(-c2ccccc2)c(Cl)c1/C=C(\C#N)C(=O)NC(C)C,-41%,-8%,-16%,-102*,?,-11%,23µM*,-15%,?
SMILES,KB-V1 cytotox,ATXN2 expr inh,HT1080-NT tox,IL-1B inflam inh,SW480 rerep,HT1080 IDH1KD tx,MCF10A rereplic,WRN inhibitor,KB-3-1 tox
Cc1cccc(NC(=O)COC(=O)CN2C(=O)c3ccccc3C2=O)c1C,-7%,/,10%,13,/,7%,/,9%,4%
O=C1C2CCCN2C(c2ccccc2F)N1c1ccc(F)cc1 (stereo unspecified),4%,0%,8%,12,-1%,18%,2%,5%,-8%
O=c1c2cc(Cl)ccc2nc(-c2ccccc2)n1O,-8%,-3%,-27%,26,?,-13%,2%,-3%,10%
CC1C/C(=N\NC(=S)NCc2ccccc2)CC(C)(C)C1 (stereo unspecified),-1%,-8%,10%,22,-1%,2%,2%,-8%,-4%
Cn1c(NCc2cccs2)nc2ccccc21,-8%,36%[activator],-2%,7,-5%[9.22 µM],3%,2%,-1%,16%
CCCCCCNCc1cccc(Br)c1,-24%,-26%,3%,-23,-1%,?,-1%,-6%,0%
COc1ccc(C[C@](C)(N)C(=O)O)cc1OC,0%,2%,?,3,?,-4%,?,3%,0%
CSc1ccc(-c2nnn(Cc3ccc(Br)cc3)n2)cc1,-5%,21%,2%,?,-5%,1%,-8%,3%,16%
Cc1ccc(N2C(=O)CN(Cc3ccccc3)C2=S)cc1C,7%,1%,10%,26,-2%,5%,-1%,-1%,5%
COc1cccc(-c2nc3nc(C)cc(C)n3c2NC2CCCCC2)c1,?,7%,5%,8,/,7%,/,2%,-28%
O=C(CCC1CCN(C(=O)c2cncs2)CC1)Nc1ccccc1,-15%,3%,-8%,i,20%,-1%,0%,-12%,21%
COC(=O)CNC(=O)C(C)(C)Oc1ccc(Cl)cc1,13%,-14%,?,7,-7%,18%,-12%,5%,3%
CC(=O)c1ccc(S(=O)(=O)N2CCCc3ccccc32)cc1,-21%,/,-18%,45,?,-24%,15%,2%,-1%
COc1ccc(CCN2CC(C(=O)NCCc3ccc(F)cc3)CCC2=O)cc1 (stereo unspecified),2%,10%,10%,16,-4%,10%,-3%,6%,13%
CN=C(Nc1ccccc1OC)SC1CC(=O)N(c2ccc(C(=O)OC)cc2)C1=O (stereo unspecified),?,6%,-2%,4,-4%,-7%,8%,-36%,-5%
Cc1cc(C)cc(Nc2ncc3c(n2)CC(c2ccco2)CC3=O)c1 (stereo unspecified),?,-3%,-11%,102,-2%,3%,17%,-10%,-9%
[O-][N+](=Cc1ccccc1)c1ccc(Cl)cc1,-1%,54%[activator],-1%,-10,1%,-2%,12%,?,-1%
N#CCSc1nnc(-c2ccccc2)c(-c2ccccc2)n1,-6%,4%,-6%,-9,-24%,-9%,-5%,-1%,-8%
O=C(CCC(=O)Nc1ccccc1)N/N=C/C=C/c1ccccc1,-1%,20%,-5%,-28,-3%,2%,-5%,-9%,2%
Cc1nn(-c2ccccc2)c(N)c1C(O)(CSc1nccn1C)C(F)(F)F (stereo unspecified),-3%,-1%,15%,11,-1%,7%,-2%,2%,9%
O=C(NCCO)c1ccccc1O,6%,5%,4%,-1,-11%,6%,-4%,0%,1%
CCCCNC(=O)COC(=O)c1cc(S(=O)(=O)N2CCCCCC2)ccc1OC,-11%,-4%,0%,-19,-3%[9.22 µM],0%,-2%,4%,-3%
O=C(COc1ccc(Br)cc1)N(Cc1cccs1)C1CCS(=O)(=O)C1 (stereo unspecified),?,-2%,11%,21,-21%,-3%,9%,-3%,-3%
CCCCn1c(=O)[nH]c(=O)c2c(C(=O)OCC)cc(-c3ccc(OC(F)F)cc3)nc21,24%,/,-1%,16,?,-28%,?,-2%,-2%
Cc1ccc(CN2CCNC2=O)cc1,3%,4%,-6%,-3,-5%,-3%,-23%,7%,-7%
Cc1ccc(-c2nnc3ccc(SCC(=O)N4CCc5ccccc54)nn23)cc1,-5%,-9%,-7%,27,18%,-1%,14%,-13%,-5%
O=C(OCC(=O)N1CCOCC1)c1ccc[nH]c1=O,?,-1%,-2%,-10,-2%,19%,575%[0.0737 µM],4%,14%
O=c1[nH]c(CSc2ccccn2)nc2ccccc12,-19%,-20%,6%,30,-1%,8%,-4%,-2%,-1%
COc1cc(OC)c(NC(=O)c2csc(C)c2)cc1Cl,2%,8%,-20%,3,19%,0%,7%,1%,0%
CN=c1scc(-c2ccc(F)cc2)n1/N=C/c1ccc(O)c(O)c1,-11%,?,?,50,15µM*,8.2µM*,?,-20%,?

# Arranged by the number under SW480 rerep (smallest number first): some entries from above
Molecule	IL-1B inflam inh	SW480 rerep	WRN inhibitor
N#CCSc1nnc(-c2ccccc2)c(-c2ccccc2)n1	-9	-24%	-1%
CC1C/C(=N\NC(=S)NCc2ccccc2)CC(C)(C)C1 (stereo unspecified)	22	-1%	-8%
Cc1ccc(-c2nnc3ccc(SCC(=O)N4CCc5ccccc54)nn23)cc1	27	18%	-13%

# Whole records, quoted from the list. Order of screens: KB-V1 cytotox	ATXN2 expr inh	HT1080-NT tox	IL-1B inflam inh	SW480 rerep	HT1080 IDH1KD tx	MCF10A rereplic	WRN inhibitor	KB-3-1 tox
# `Cc1nn(-c2ccccc2)c(Cl)c1/C=C(\C#N)C(=O)NC(C)C` across the screens: -41%	-8%	-16%	-102*	?	-11%	23µM*	-15%	?
# `COC(=O)CNC(=O)C(C)(C)Oc1ccc(Cl)cc1` across the screens: 13%	-14%	?	7	-7%	18%	-12%	5%	3%
# `Cc1ccc(N2C(=O)CN(Cc3ccccc3)C2=S)cc1C` across the screens: 7%	1%	10%	26	-2%	5%	-1%	-1%	5%
